# Compound activity deposited in PubChem BioAssay by National Center for Advancing Translational Sciences (NCATS).
# POLH inh: DNA polymerase eta (human) inhibition; Q9Y253; recombinant Pol eta, fluorescent DNA replication assay; Potency, µM (titrated, usually from 114 µM), inactives show at the highest dose activity change, negative = inhibition, most hits filed as inhibitors; 390,000 tested, 1.2% active; note: % is set by controls: 0 for no effect and ±100 for the full control effect
# Target sequence (Q9Y253 whole entry, looked up): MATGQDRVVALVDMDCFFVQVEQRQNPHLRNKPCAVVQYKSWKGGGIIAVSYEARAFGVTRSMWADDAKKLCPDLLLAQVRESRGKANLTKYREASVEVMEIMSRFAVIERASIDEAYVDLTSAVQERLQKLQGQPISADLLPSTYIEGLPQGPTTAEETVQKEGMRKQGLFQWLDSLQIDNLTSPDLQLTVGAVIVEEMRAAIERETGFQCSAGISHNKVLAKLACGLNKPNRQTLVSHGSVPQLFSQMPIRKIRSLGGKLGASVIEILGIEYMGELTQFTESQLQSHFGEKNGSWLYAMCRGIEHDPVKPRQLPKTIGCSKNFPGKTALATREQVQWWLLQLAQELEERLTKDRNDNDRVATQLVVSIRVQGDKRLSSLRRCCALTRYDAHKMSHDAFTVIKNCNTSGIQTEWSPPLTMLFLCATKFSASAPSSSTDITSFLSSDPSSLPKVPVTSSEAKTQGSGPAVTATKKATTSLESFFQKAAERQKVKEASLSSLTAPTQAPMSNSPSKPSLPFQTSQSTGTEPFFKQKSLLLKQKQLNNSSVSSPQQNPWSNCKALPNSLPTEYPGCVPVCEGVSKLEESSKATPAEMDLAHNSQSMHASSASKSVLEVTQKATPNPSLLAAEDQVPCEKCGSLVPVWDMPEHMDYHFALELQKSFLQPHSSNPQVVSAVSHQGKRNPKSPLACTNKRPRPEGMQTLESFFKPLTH
#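 Fluorescent replication assay: 50 nM final substrate added after a 15 min room-temperature compound preincubation with 10 nM enzyme. Signal taken at 0 min and again at 10 min.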
# APEX1 inh: blocks human APE1 abasic DNA cleavage | AID 2517 | 350,000 tested, 0.35% active | recombinant APE1, TAMRA/BHQ-2 abasic DNA cleavage fluorescence | P27695 | Potency, µM (doses to about 65.8 µM), inactives show at the top dose activity change, negative = inhibition, actives largely listed as inhibitors;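 note: plate controls were vehicle for no effect and reference inhibitor for full effect; nearly all actives have a fitted effect of over 55% in size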
#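 Incision of a quenched TAMRA/BHQ-2 THF abasic-site duplex (50 nM) by 0.75 nM APE1, after 15 min compound preincubation, measured as fluorescence increase over three 60 s reads. Values normalized to buffer, DMSO and NSC13755 control wells.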
# BAZ2B inh: blocks human BAZ2B. Q9UIF8. AlphaScreen BAZ2B-H3K14Ac peptide displacement. Potency, µM (titrated, usually from 114 µM), for inactives: at the highest dose activity change, negative = inhibition, hits mostly inhibitors. 360,000 tested, 4.4% active; note: % is set by controls: 0 for no effect and ±100 for the full control effect; nearly all actives have a fitted effect of over 60% in size
#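 AlphaScreen luminescence quantifies BAZ2B engagement of H3K14Ac peptide; the protein and biotinylated peptide are both at 50 nM final, buffer PBS pH 7.4 with 0.01% Tween-20, all steps at room temperature.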
# Pol iota inh: inhibitors of human DNA polymerase iota. Q9UNA4. Pol iota fluorescent replication assay, 10 min. Potency, µM (top dose mostly 115 µM), inactives show at the top dose activity, negative = inhibition, most hits filed as inhibitors. 390,000 tested, 1% active. AID 588590
#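 Pol iota at 10 nM preincubated 15 min with compounds at room temperature; reaction started with fluorescent substrate, 50 nM final. Fluorescence read kinetically at 0 and 10 min; buffer-only wells as negative control.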
# BLM helicase inh: blocks DNA unwinding by human BLM helicase; P54132; recombinant BLM DNA unwinding, fluorescence dequenching; Potency, µM (top dose mostly 56.1 µM), for the others: at the top dose activity change, negative = inhibition, most hits filed as inhibitors; 350,000 tested, 0.2% active; AID 2528;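 note: plate controls were vehicle for no effect and no enzyme for full effect; nearly all actives have a fitted effect of over 35% in size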
# G9a block: inhibitors of human histone lysine methyltransferase G9a. Q96KQ7. G9a H3K9 monomethylation, AlphaScreen, 2 h. Potency, µM (highest dose often 102 µM), without a hit: at the top dose activity, negative = inhibition, actives largely listed as inhibitors. 350,000 tested, 8.8% active; note: % is set by controls: 0 for no effect and ±100 for the full control effect; nearly all actives have a fitted effect of over 75% in size
# Target sequence (Q96KQ7 913-1193 limits assumed): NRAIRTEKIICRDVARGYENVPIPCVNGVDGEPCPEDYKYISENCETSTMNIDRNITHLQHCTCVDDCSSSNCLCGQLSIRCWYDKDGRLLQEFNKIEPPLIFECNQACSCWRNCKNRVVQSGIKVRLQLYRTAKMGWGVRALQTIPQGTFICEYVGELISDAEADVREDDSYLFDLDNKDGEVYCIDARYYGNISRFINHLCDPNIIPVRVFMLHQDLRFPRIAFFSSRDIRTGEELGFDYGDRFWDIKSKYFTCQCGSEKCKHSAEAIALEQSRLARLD
#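 G9a (20 nM) preincubated 15 min RT with compounds, then 500 nM biotinylated H3K9 peptide and 20 uM SAM added; 2 h RT reaction. Monomethyl-H3K9 product detected by AlphaScreen with anti-H3K9me1 antibody, streptavidin donor and anti-rabbit IgG acceptor beads.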
# POLK inh: blocks human DNA polymerase kappa activity; purified Pol kappa, fluorescent DNA synthesis assay, 10 min; AID 588579; Potency, µM (titrated, usually from 107 µM), for the others: at the highest dose activity, negative = inhibition, most hits filed as inhibitors; 400,000 tested, 0.53% active; note: % is set by controls: 0 for no effect and ±100 for the full control effect
#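 10 nM Pol kappa preincubated 15 min at room temperature with compounds, then reaction started with substrate at 50 nM final. Fluorescence read kinetically at 0 and 10 min; buffer-only wells served as negative control.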
# Pol beta inh: inhibitors of human DNA polymerase beta; P06746; Pol beta primer extension/strand displacement, fluorescence kinetic; Potency, µM (highest dose often 114 µM), inactives show top-dose activity change, negative = inhibition, hits mostly inhibitors; 340,000 tested, 1.3% active; AID 485314; note: % is set by controls: 0 for no effect and ±100 for the full control effect
#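 Curves were derived by four-parameter Hill fits of normalized qHTS data. The kinetic fluorescent primer-extension read was taken at 0 and 10 min after 50 nM substrate, following a 15 min room-temperature preincubation of 10 nM enzyme with compounds.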
# JMJD2A Tudor: inhibitors of human JMJD2A Tudor domain; O75164; AlphaScreen JMJD2A-Tudor / H3K4me3 peptide binding; Potency, µM (highest dose often 114 µM), for inactives: at the top dose activity change, negative = inhibition, actives largely listed as inhibitors; 390,000 tested, 4.4% active; AID 504339; note: % is set by controls: 0 for no effect and ±100 for the full control effect; nearly all actives have a fitted effect of over 50% in size
# * hit, by the source's call; ? = inconclusive; . = not tested or not shown; & = joins results of further samples; [ ] = remark or other dose. Calls come from the whole dose curve; as a rule, active = well fitted curve in the direction sought with a large enough effect; inconclusive = small, poorly fitted or top-dose-only effect, or another doubt; inactive = no such curve, though single readings can be large; an effect the other way counts as inactive or inconclusive. Potency is the fitted concentration of half-maximal effect.
# The first four entries, to show the layout:
SMILES,POLH inh,APEX1 inh,BAZ2B inh,Pol iota inh,BLM helicase inh,G9a block,POLK inh,Pol beta inh,JMJD2A Tudor
CC(=O)c1ccc(NC(=O)COC(=O)c2ccccc2N=Nc2ccc(N(C)C)cc2)cc1,-19%,3%,5µM*,5%,-8%,13µM*,-6%,-2%,13µM*
O=C(CN1CCN(c2ccccc2)CC1)N1CCc2ccccc21,-17%,-18%,-11%,52%[activator],-4%,18%[0.501 µM],-11%,51%,-20%
Cc1ccc(S(=O)(=O)/C(C#N)=C/c2ccccc2OCc2ccccc2)cc1,-11%,11%,16%,-11%,-4%,-5%[59 µM],-23%,1%,-20%
O=C(C1=C(c2ccccc2)C(=O)c2ccccc2C1=O)c1ccccc1,-19%,-12%,13µM*,?,-12%,35µM*,-2%,0%,22µM*

# This part in full, from the first entry:
SMILES,POLH inh,APEX1 inh,BAZ2B inh,Pol iota inh,BLM helicase inh,G9a block,POLK inh,Pol beta inh,JMJD2A Tudor
CC(=O)c1ccc(NC(=O)COC(=O)c2ccccc2N=Nc2ccc(N(C)C)cc2)cc1,-19%,3%,5µM*,5%,-8%,13µM*,-6%,-2%,13µM*
O=C(CN1CCN(c2ccccc2)CC1)N1CCc2ccccc21,-17%,-18%,-11%,52%[activator],-4%,18%[0.501 µM],-11%,51%,-20%
Cc1ccc(S(=O)(=O)/C(C#N)=C/c2ccccc2OCc2ccccc2)cc1,-11%,11%,16%,-11%,-4%,-5%[59 µM],-23%,1%,-20%
O=C(C1=C(c2ccccc2)C(=O)c2ccccc2C1=O)c1ccccc1,-19%,-12%,13µM*,?,-12%,35µM*,-2%,0%,22µM*
COC(=O)[C@@H]1C[C@@H](c2ccccc2)[C@H](C)C1(C)C,5%,-3%,56%[activator],-22%,.,11%[12.7 µM],-1%,.,41%[activator]
COc1ccccc1C(=O)Nc1ccccc1OCc1cc(=O)n2cc(C)sc2n1,0%,.,-18%,25%,-3%,-24%[59 µM],3%,49%,-9%
COc1ccccc1/C=N/NC(=O)CC(=O)Nc1ccc(Cl)c(Cl)c1,-3%,-2%,-7%,2%,-3%,10%[0.501 µM],-14%,17%,-9%
COc1ccc(S(=O)(=O)NCc2ccc3c(c2)CCN3C(C)=O)cc1OC,1%,.,0%,10%,1%,9%[59 µM],-5%[60.1 µM],-8%,-16%
COc1ccc(CNC(=O)CN(Cc2ccc(F)cc2)C(=O)CCC(=O)Nc2nccs2)cc1,-13%,16%,3%,?,-1%,8%,4%,30%,-1%
CCOc1ccc(C(=O)NNC(=O)c2cc(S(=O)(=O)N3CCOCC3)ccc2Cl)cc1,-9%,-4%,-5%,12%,.,-12%[12.7 µM],-12%,.,-14%
CCCCNC(=O)O/N=C(\N)CS(=O)(=O)C(C)(C)C,-3%,-1%,3%,18%[58.9 µM],-2%,-6%,-17%,-9%,-22%
CC(=O)Nc1ccc(S(=O)(=O)NCc2nc(-c3ccc(C)cc3)no2)cc1,-17%,4%,-4%,29%,-1%,10%,10%,6%,-4%
O=C(OCC(=O)c1cccs1)c1cccc(C(=O)OCC(=O)c2cccs2)n1,-6%,-4%,13%,?,-2%,.,-15%,?,-8%
COC(=O)CSC1=C(C#N)C(c2ccsc2)CC(=O)N1 (stereo unspecified),0%,-3%,-4%,3%,-2%,?,-8%,41%,0%
O=C(CCN1C(=O)COc2ccccc21)NCCC1=CCCCC1,-8%,-5%,0%,0%,0%,9%[12.7 µM],-12%,-16%,-5%
CC(NC(=O)Cc1cccs1)c1ccc2c(c1)OCO2 (stereo unspecified),-3%,-3%,-3%,?,-10%,19%[59 µM],-2%,?,-8%
COc1cccc(C(=O)/C=C/Nc2cccc(O)c2)c1,-16%,-2%,-33%,-4%,-8%,14µM*,-1%,-24%,-32%
COc1ccc(NC(=S)N2CCC(NC(=O)C3CCCCC3)CC2)cc1,-10%,8%,6%,22%,-2%,14%,2%,-1%,-11%
Cc1cc(Br)ccc1OCc1nnc(-c2ccccc2)o1,-3%,.,.,3%,.,.,8%,.,101%[activator]
COc1cccc(CCNC(=O)CC2C(=O)NCCN2Cc2ccc(Cl)c(F)c2)c1 (stereo unspecified),-9%,-1%,-28%,30%,-4%,?,0%,18%,-30%
CN1C(=O)Cc2cc(S(=O)(=O)CCC(=O)N3CCN(c4cccc(Cl)c4)CC3)ccc21,-9%,.,-2%,0%,-1%,-3%[59 µM],-19%,0%,-23%
Cc1cc(C)c(-c2csc(-c3cc4ccccc4oc3=O)n2)cc1C,0%,.,42%[activator],-11%,-7%,57%[activator][59 µM],-9%,12%,116%[activator]
CCCCc1nnc(NC(=O)CSc2nc(=O)cc(N)n2-c2ccccc2)s1,-6%,0%,9%,?,1%,23%[59 µM],-7%,2%,-9%
O=C(CSc1nncn1-c1ccccc1)Nc1c(F)cccc1F,-22%,18%,11%,48%[activator],-1%,8%,4%,32%,-19%
Cn1c2ccccc2c2cc(C(=O)N3CCOCC3)sc21,-1%,-7%,-25%,24%,-3%,?,-11%,0%,2%
OCCSc1nnc(Nc2ccccc2)s1,-23%,0%,-27%,-18%,0%,?,-15%,2%,15%
Cc1cc(NC(=O)CCN2C(=O)C3C4C=CC(C4)C3C2=O)ccc1Br (stereo unspecified),0%,8%,-3%,71%[activator],-10%,3%,-4%,11%,-9%
Cc1ccc(N2CCN(/N=C/c3ccccc3)CC2)cc1,2%,0%,-37%,2%,2%,2%,-7%,3%,-26%
COc1ccccc1CNC(=O)/C=C/c1cc2c(cc1Br)OCO2,-9%,3%,-9%,-9%,-2%,-20%,-10%,1%,0%
CC(C)(C)c1ccc(C(=O)NC(=S)NCc2cccnc2)cc1,-26%,-2%,30%[activator],-8%,-9%,?,-5%,13%,?
O=C(C1=C(O)C(=O)N(CC2CCCO2)C1c1ccccc1)c1ccco1 (stereo unspecified),-6%,5%,-2%,53%[activator],-5%,45µM*,0%,100%,-16%
CC(=O)O/N=C/c1c(Cl)n(C)c2ccccc12,3%,-5%,-8%,165%[activator],1%,9%,-10%,11%,2%
Cc1ccc(C)c(S(=O)(=O)Nc2ccc(C(=O)NCCc3ccccn3)cc2)c1,?,-2%,-39%,119%[activator],0%,-18%,5%,14%,-11%
COc1ccc(OC)c(-c2cc(C(=O)Nc3ccccc3C(N)=O)c3ccccc3n2)c1,-12%,.,.,-19%,.,.,-11%,.,-26%
O=C(COC(=O)c1cc(=O)[nH]c2ccccc12)Nc1nc(-c2ccc(F)cc2)cs1,-18%,.,.,-20%,.,.,-6%,.,-18%[11.4 µM]
COc1ccc(OC)c(S(=O)(=O)N2CCCC(N3CCN(c4ccccc4)CC3)C2)c1 (stereo unspecified),-25%,3%,?,28%,-2%,-16%,-3%,33%,-24%
CCn1nnc2cc(C(=O)NCC(c3ccccc3OC)N(C)C)ccc21 (stereo unspecified),-7%,59%[activator],-14%,184%[activator],-6%,?,-4%,-4%,-8%
O=C(NCCO)c1ccc2c(c1)S(=O)(=O)c1ccccc1C2=O,-1%,0%,-33%,-2%,-3%,-9%[12.7 µM],-10%,3%,-28%
O=C(CNC(=O)c1ccc(Br)o1)NCCc1ccc(F)cc1,0%,-4%,1%,16%,0%,.,2%,7%,-7%
Nc1ccc(-n2nncc2-c2ccc(Cl)cc2)cc1,-12%,0%,-7%,11%,-1%,7.1µM*,-2%,-10%,?
Cn1cccc1CC(=O)NNC(=O)Nc1ccc(F)cc1,-13%,2%,-30%,27%,0%,-12%,-8%,-1%,-18%
COc1ccccc1C(=O)N(Cc1ccco1)C1CCS(=O)(=O)C1 (stereo unspecified),-22%,-4%,-2%,13%,-6%,-4%[12.7 µM],-13%,-1%,2%
CCC(=O)N(c1nnc(SCC(=O)Nc2ccc(N3CCOCC3)cc2)s1)C1CC1,-12%,14%,-5%,1%,.,21%[12.7 µM],12%,.,-7%
CCC(C)(C)n1nnnc1C(c1ccccc1)N1CCN(Cc2ccccc2)CC1 (stereo unspecified),-14%,-5%,-10%,79%[activator],-6%,-24%,-15%,9%,-15%
Cc1cccc(C(=O)N2CCN(C(=O)c3cccc(C)c3)C(C)C2)c1 (stereo unspecified),-7%,-4%,-4%,7%,2%,20%[59 µM],-7%,-14%,-7%
COc1ccc(CNc2nc(-c3cccc(NS(C)(=O)=O)c3)nc3ccccc23)c(OC)c1,.,-9%,.,.,-6%,5%[0.501 µM],-2%[60.1 µM],.,.
Cc1noc(/C=C/N(C)C)c1S(=O)(=O)N1CCCC(C(=O)Nc2cccc(F)c2)C1 (stereo unspecified),?,.,7%,21%,-2%,2%[59 µM],-8%,-2%,1%
COc1ccc(S(=O)(=O)N2CCC(C(=O)Nc3c(F)cccc3F)CC2)cc1,-16%,-6%,3%,16%,0%,-4%,9%,-8%,-2%
Cc1cc(=O)[nH]c(SCc2cc(=O)n3nc(C)sc3n2)n1,-16%,0%,46%[activator],-7%,-10%,-1%,-10%,34%,-13%
COc1ccccc1N1C(N)=NC(N)=NC1(C)C,-7%&-3%,-2%,-31%,0%,-5%,31%[0.501 µM],0%,28%,-6%
Cc1ccc(Cn2c(=N)c(C#N)cc3c(=O)n4cccc(C)c4nc32)cc1,.,-1%,-18%,.,-3%,31%,.,-23%,.
Cc1nc(-c2ccccc2)sc1C(=O)/C=C/c1ccccc1,-18%,0%,7%,?,-11%,.,-4%,15%,11%
CCC(C(=O)Nc1nccs1)c1ccccc1 (stereo unspecified),8%,16%,-6%,5%,-5%,16%[59 µM],-19%,-6%,-18%
CCOCCCNC(=O)c1cccc(NC(=O)C2=C(C)OCCS2)c1,-13%,18%,1%,27%,-1%,17%,-6%,2%,-21%
COC(=O)C1=CN(Cc2ccc(C)cc2)C=C(C(=O)OC)C1c1ccc(F)c(F)c1,-10%,3%,127%[activator],25%,-4%,?,-5%,89%,166%[activator]
CCc1cc2c(SCC(=O)Nc3cc(C)on3)ncnc2s1,-10%,1%,-2%,3%,-1%,12%,-9%,1%,-16%
CCOc1ncccc1C(=O)Nc1cccc(-c2nc3cccnc3s2)c1,1%,6%,-15%,33%[activator],-1%,-5%,-6%,12%,-17%

# These rows are one share of the data; count on the stated rates, not on these rows.
